SR-BI HDL uptake: blocks mouse SR-BI lipid uptake from DiI-HDL. Q61009. ldlA[mSR-BI] CHO cells, DiI-HDL uptake fluorescence, 3 h. hit rate 0.96% among 320,000. inhibition, % at 12.5 µM;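 active means mean replicate inhibition of at least 70% and a set share of replicates each scoring 70 or more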;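 further: 0% = median of neutral control wells and 100% = median of positive control wells; values of inactives mirror those of a sister screen read the other way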
Wnt bcat act: activators of Wnt/beta-catenin signaling; Wnt/beta-catenin reporter cell assay, activator, plate reader; activation, % at 9.35 µM; hit rate 1.2% among 300,000; AID 743398; in the data active means activation above about 30%, passing the limit was not always enough;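 further: 0% = neutral control wells and 100% = positive control wells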
Rtt109 Vps75: C. albicans Rtt109 histone acetyltransferase inhibition | Q5AAJ8 | purified Rtt109/Vps75, ThioGlo CoA-SH fluorescence, 4 h | inhibition, % at 34.9 µM | hit rate 0.16% among 330,000 | AID 540336;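 active means inhibition of at least 50% in every replicate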
Target sequence (Q5AAJ8 whole entry, looked up): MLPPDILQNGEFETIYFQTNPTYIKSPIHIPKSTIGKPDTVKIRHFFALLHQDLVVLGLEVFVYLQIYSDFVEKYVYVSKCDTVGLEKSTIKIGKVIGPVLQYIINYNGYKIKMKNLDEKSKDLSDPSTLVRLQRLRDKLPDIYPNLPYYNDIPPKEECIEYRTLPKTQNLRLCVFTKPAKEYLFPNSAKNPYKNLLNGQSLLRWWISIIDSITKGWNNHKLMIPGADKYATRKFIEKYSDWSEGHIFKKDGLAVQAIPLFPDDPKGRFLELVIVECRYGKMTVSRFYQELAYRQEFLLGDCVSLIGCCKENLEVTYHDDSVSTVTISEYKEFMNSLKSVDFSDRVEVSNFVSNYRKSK
PvdQ acylase: blocks Pseudomonas aeruginosa PvdQ acylase activity | hit rate 0.063% among 340,000 | purified PvdQ acylase, fluorescence plate reader | inhibition, % at 10 µM; in the data active means inhibition above about 30%, passing the limit was not always enough;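 further: 0% = vehicle neutral wells and 100% = reference inhibitor wells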
MITF act: activators of MITF-driven TRPM1 promoter activity in SK-MEL-5 cells. SK-MEL-5 TRPM1-promoter luciferase, 24 h; % of positive control, neutral wells = 0. activation, % at 12.5 µM. hit rate 0.75% among 300,000;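 active means mean activation of at least 80% with every replicate also reaching 80%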;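 further: 0% = neutral control wells and 100% = parthenolide positive control wells; values of inactives mirror those of a sister screen read the other way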
RTF Ca sens act: cardiac RTF calcium sensitization | activation, % at 7.2 µM | hit rate 0.24% among 340,000 | IANBD-labeled TnC RTF fluorescence at EC20 calcium; 0% EC20 calcium, 100% full calcium;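 active means activation above the mean over all tested compounds plus 3 SD, cut at about 30% in these data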;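 further: rise in fluorescence read as greater calcium sensitivity of cardiac thin filaments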
SR-BI DiI-HDL act: enhances SR-BI lipid uptake from DiI-HDL. hit rate 0.096% among 320,000. activation, % at 12.5 µM. CHO ldlA[mSR-BI] cells, DiI-HDL uptake fluorescence, 3 h; 100 = double the neutral-control signal. AID 504775;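 active means mean replicate activation of at least 60% and every replicate at or above 60%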;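 further: 0% = median plate neutral-control signal and 100% = twice that signal; values of inactives mirror those of a sister screen read the other way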
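System: LDL receptor-deficient CHO ldlA cells overexpressing murine SR-BI | Timing: 3 h uptake period with compound, 37 °C | Medium: HEPES-buffered (25 mM, pH 7.4) F12 plus 0.5% BSA | Dosing: Single-point compound dose | Signal: Bottom-read fluorescence, 550/595 nm | Read-out: Retained DiI signal reflecting DiI-HDL uptake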
CDK5 inh: blocks human CDK5/p35 kinase activity. Recombinant CDK5/p35, ADP-Glo luminescence, 60 min. Q00535+Q15078. hit rate 0.01% among 330,000. inhibition, % at 10 µM;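 active means highest replicate inhibition of at least 50% and at least 75% of replicates reaching 50%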;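 further: plate controls were DMSO neutral control for no effect and GW8510 at 10 µM for full effect; many of its hits are not listed in these tables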
HTR5A ag ctr: HTR5A agonism, opioid heterodimer counter-screen. AID 504692. hit rate 0.61% among 340,000. P47898. activation, % at 9.3 µM. HTR5A agonist assay, luminescence, cell-based; in the data active means activation mostly above about 9.5%, no sharp cut-off; inactive means mostly below about 7.6%;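 further: 0% = cells with vehicle only and 100% = reference agonist; strong numbers were not always called active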
Target sequence (P47898 whole entry, looked up): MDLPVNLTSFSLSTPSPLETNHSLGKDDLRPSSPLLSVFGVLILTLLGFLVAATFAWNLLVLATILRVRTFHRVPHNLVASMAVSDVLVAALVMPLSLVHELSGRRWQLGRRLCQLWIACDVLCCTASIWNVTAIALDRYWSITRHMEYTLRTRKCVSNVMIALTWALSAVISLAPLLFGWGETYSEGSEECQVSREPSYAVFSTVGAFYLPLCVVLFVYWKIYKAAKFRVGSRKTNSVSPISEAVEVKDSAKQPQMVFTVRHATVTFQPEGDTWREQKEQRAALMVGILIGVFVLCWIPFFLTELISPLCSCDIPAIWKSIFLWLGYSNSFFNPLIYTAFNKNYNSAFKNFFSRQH
dFosB activator: activators of mouse delta FosB homodimer. P13346. purified delta FosB, TAMRA-CDK5 oligo fluorescence polarization; percent of positive-control signal above neutral wells. activation, % at 25 µM. hit rate 0.99% among 340,000;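 active means mean activation above about 17%, with every replicate also reaching it, limit read from the data, passing the limit was not always enough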;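 further: fluorescence polarization rise as delta FosB binds a TAMRA Cdk5 AP-1 oligo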
Target sequence (P13346 whole entry, looked up): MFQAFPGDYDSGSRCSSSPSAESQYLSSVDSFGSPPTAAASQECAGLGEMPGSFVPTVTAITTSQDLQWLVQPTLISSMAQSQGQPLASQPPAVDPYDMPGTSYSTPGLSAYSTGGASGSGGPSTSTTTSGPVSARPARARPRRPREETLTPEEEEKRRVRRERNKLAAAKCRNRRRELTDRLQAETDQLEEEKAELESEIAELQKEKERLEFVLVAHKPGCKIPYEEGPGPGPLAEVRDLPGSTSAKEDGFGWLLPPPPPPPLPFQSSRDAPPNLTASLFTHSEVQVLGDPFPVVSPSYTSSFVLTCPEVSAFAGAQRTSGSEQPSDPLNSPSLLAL
* hit, by the source's call; . = no result given.

SMILES	SR-BI HDL uptake	Wnt bcat act	Rtt109 Vps75	PvdQ acylase	MITF act	RTF Ca sens act	SR-BI DiI-HDL act	CDK5 inh	HTR5A ag ctr	dFosB activator
Cc1ccc(-c2nn(-c3ccccc3)cc2C(=O)NC2CCC(O)CC2)cc1 (stereo not drawn)	22	5	-3	-4	35	3	-22	-0.9	0	-17
O=C(N/N=C/c1ccc([N+](=O)[O-])cc1)c1cc(-c2ccc3c(c2)OCO3)n[nH]1	3	1	15	5	-6	17	-3	0.6	13*	-2
O=C(c1cc2ccccc2o1)N(C1CC1)C1(C(=O)Nc2ccccc2)CCCC1	12	0	1	-1	-6	2	-12	-3.7	3	-3
O=C(CN1C(=O)C2CC=CCC2C1=O)Nc1nc2ccccc2s1 (stereo not drawn)	0	1	2	-3	1	4	0	4.8	3	-5
Cn1c(=O)[nH]c(=O)c2cc(C(=O)c3cc(F)ccc3O)cnc21	1	-3	2	0	-1	2	-1	-0.6	-4	-4
CCOc1ccccc1C=NNC(=O)C1CC1	5	-2	-2	-2	3	-1	-5	-2.5	2	2
CCCCN(C(=O)NC(=O)C1=C(N2CCOCC2)/C(=C/c2ccccc2)CC1)S(C)(=O)=O	-10	4	-55	-7	10	4	10	-1.1	4	-19
CC(=O)c1ccc(OCC(O)CN2CCN(S(=O)(=O)c3c(C)c(C)cc(C)c3C)CC2)cc1 (stereo not drawn)	86*	1	-2	-7	-5	-8	-86	-0.2	-3	-23
CC(=O)Nc1ccc(S(=O)(=O)N(C)CCOCc2ccccc2)cc1	-3	.	4	-10	1	-5	3	-1.9	1	-2
COc1cc(CC(=O)O)ccc1OCc1ccccc1	-15	-1	17	7	4	10	15	-0.1	6	-9
O=C(NCCC1CCCCN1S(=O)(=O)c1ccc(F)cc1)C(=O)Nc1ccccc1F (stereo not drawn)	-19	-1	-5	-9	1	-4	19	-4.2	-1	-3
O=C(OC1CCN(c2ncc(C(F)(F)F)cc2Cl)CC1)c1ccc(Cl)cc1	-23	-4	-3	-17	-4	0	23	-1.6	-5	1
CCN(C(=O)COC(=O)c1nn(-c2ccccc2)c(=O)c2ccccc12)C1CCS(=O)(=O)C1 (stereo not drawn)	21	-2	-1	3	-10	0	-21	-1.4	0	-9
Cn1c(C2CC(=O)N(Cc3ccccc3)C2)nc2ccccc21 (stereo not drawn)	-22	-5	-10	-5	.	1	22	-2.1	2	-2
O=c1c2[nH]c3ccccc3c2ncn1C1CCCCC1	-7	.	-17	6	.	0	7	0.2	-2	0
CCOC(=O)c1sc(NNC(=O)c2ccc(F)cc2)nc1C	0	9	3	5	.	10	0	3.3	16*	-9
CCOC(=O)c1ccc(NC(=O)c2ccccc2)cc1	16	19	3	-1	114*	-3	-16	-0.5	-3	-4
Nc1ncnc2nc(N3CCN(C(=O)c4ccccc4)CC3)[nH]c12	-35	.	-4	-13	-12	0	35	0.6	19*	1
Brc1ccccc1OCCCOc1cccc2cccnc12	33	17	.	0	.	-8	-33	0.5	0	-12
Cc1nn(Cc2c(F)cccc2Cl)c(C)c1[N+](=O)[O-]	2	-1	-6	-12	5	.	-2	0.6	.	-1

13 structures out of the list, ordered by heavy-atom count, ascending.
SMILES	SR-BI HDL uptake	Wnt bcat act	Rtt109 Vps75	PvdQ acylase	MITF act	RTF Ca sens act	SR-BI DiI-HDL act	CDK5 inh	HTR5A ag ctr	dFosB activator
CCOc1ccccc1C=NNC(=O)C1CC1	5	-2	-2	-2	3	-1	-5	-2.5	2	2
Cc1nn(Cc2c(F)cccc2Cl)c(C)c1[N+](=O)[O-]	2	-1	-6	-12	5	.	-2	0.6	.	-1
O=c1c2[nH]c3ccccc3c2ncn1C1CCCCC1	-7	.	-17	6	.	0	7	0.2	-2	0
CCOC(=O)c1sc(NNC(=O)c2ccc(F)cc2)nc1C	0	9	3	5	.	10	0	3.3	16*	-9
Cn1c(C2CC(=O)N(Cc3ccccc3)C2)nc2ccccc21 (stereo not drawn)	-22	-5	-10	-5	.	1	22	-2.1	2	-2
O=C(CN1C(=O)C2CC=CCC2C1=O)Nc1nc2ccccc2s1 (stereo not drawn)	0	1	2	-3	1	4	0	4.8	3	-5
CC(=O)Nc1ccc(S(=O)(=O)N(C)CCOCc2ccccc2)cc1	-3	.	4	-10	1	-5	3	-1.9	1	-2
O=C(OC1CCN(c2ncc(C(F)(F)F)cc2Cl)CC1)c1ccc(Cl)cc1	-23	-4	-3	-17	-4	0	23	-1.6	-5	1
O=C(N/N=C/c1ccc([N+](=O)[O-])cc1)c1cc(-c2ccc3c(c2)OCO3)n[nH]1	3	1	15	5	-6	17	-3	0.6	13*	-2
O=C(c1cc2ccccc2o1)N(C1CC1)C1(C(=O)Nc2ccccc2)CCCC1	12	0	1	-1	-6	2	-12	-3.7	3	-3
O=C(NCCC1CCCCN1S(=O)(=O)c1ccc(F)cc1)C(=O)Nc1ccccc1F (stereo not drawn)	-19	-1	-5	-9	1	-4	19	-4.2	-1	-3
CCCCN(C(=O)NC(=O)C1=C(N2CCOCC2)/C(=C/c2ccccc2)CC1)S(C)(=O)=O	-10	4	-55	-7	10	4	10	-1.1	4	-19
CC(=O)c1ccc(OCC(O)CN2CCN(S(=O)(=O)c3c(C)c(C)cc(C)c3C)CC2)cc1 (stereo not drawn)	86*	1	-2	-7	-5	-8	-86	-0.2	-3	-23

Next structures
SMILES	SR-BI HDL uptake	Wnt bcat act	Rtt109 Vps75	PvdQ acylase	MITF act	RTF Ca sens act	SR-BI DiI-HDL act	CDK5 inh	HTR5A ag ctr	dFosB activator
N#C/C(=C\c1cc([N+](=O)[O-])ccc1Cl)C(N)=O	13	0	13	2	-22	0	-13	-0.2	-5	0
COCC(=O)N1CCC(Oc2ccc(C(=O)NCc3cc(C(C)C)no3)cc2)CC1	-17	-1	0	-2	-10	-2	17	-8.9	6	-2
CCOC(=O)CCCNS(=O)(=O)c1c(C)ccc2nsnc12	-2	-7	-6	-14	0	-6	2	0.8	-3	-3
CC1=C(C)CC(C(=O)Nc2nccs2)C(C(=O)O)C1 (stereo not drawn)	-11	0	7	-12	2	0	11	1.9	-1	-6
O=C(Nc1cccc(Cl)c1)c1cc(N=Nc2ccc([N+](=O)[O-])cc2Cl)ccc1O	-1	0	-1	2	-36	-8	1	5.7	-5	-3
O=C(O)c1ccccc1-c1ccccc1C(=O)Nc1ccc(F)cc1	20	0	5	6	1	1	-20	1.9	0	3
CS(=O)(=O)N1CCC(C(=O)Nc2cc(Cl)ccc2Cl)CC1	-2	0	0	-8	9	-6	2	-0.9	-1	-10
Cc1ccc(OC(=O)c2oc3ccc(F)cc3c2C)c(C)c1	30	.	10	-8	3	2	-30	-15	4	-1
Cc1ccc(C)c(Cn2c3ccccc3c3cnn(CC(=O)NCCN4CCOCC4)c(=O)c32)c1	15	1	-1	-8	-4	8	-15	-0.3	2	-20
CN(C)S(=O)(=O)c1ccc(N2CCCC2)c(C(=O)NNC(=O)COc2cccc(F)c2)c1	-9	5	3	0	.	5	9	-0.5	1	-8
O=C(N/N=C\c1cccnc1)c1cc(-c2ccc(Cl)s2)[nH]n1	-3	0	-3	4	-9	5	3	-1.4	1	33*
COC(=O)CCC(C)C1CCC2C3CCC4CC(O)CCC4(C)C3=CC(=O)C12C (stereo not drawn)	-24	1	-1	-8	-5	-3	24	0.0	-2	-13
CC1(C)C([N+](=O)[O-])C(c2ccc(F)cc2)NC(c2ccc(F)cc2)C1[N+](=O)[O-] (stereo not drawn)	0	-4	9	-9	0	16	0	-2.7	-2	-9
FC(F)(F)c1cccc(Cc2noc(CN3CCCC(OCc4ccccn4)C3)n2)c1 (stereo not drawn)	-1	-3	1	-19	-8	0	1	-11	1	-6
CC(C)(C)n1ncc2c(=O)n(CC(=O)Nc3ccc4c(c3)OCO4)cnc21	-18	.	-1	-11	11	3	18	-3.0	-3	-4
Cc1nc2ccccn2c1/C(O)=C1\C(=O)C(=O)N(CCCn2ccnc2)C1c1ccncc1 (stereo not drawn)	-7	.	3	-1	3	15	7	-3.9	2	-9
Cc1cc(=O)oc2cc(OCC(=O)Nc3ccc(F)cc3F)ccc12	-2	6	-20	-11	-3	-3	2	-0.5	1	8
CC(C)NC(=O)CSc1nnc(-c2ccc3ncccc3c2)n1C	2	0	3	16	-1	6	-2	2.1	0	-1
CC(=O)c1cccc2c(O)c(C3=Nc4ccccc4C3=O)[nH]c12	-12	40*	24	-6	-38	-5	12	0.0	2	-9
COC(=O)[C@]12C(=O)NC[C@H](CN1c1ccc(Cl)c(C)c1)N2C	-31	0	5	-6	4	-3	31	-0.8	10	0
O=C(CCN1C(=O)S/C(=C\c2ccc(F)cc2)C1=O)Nc1ccc(O)cc1C(=O)O	-13	1	1	-6	2	-4	13	.	0	0
COc1ccc(C)cc1N(CC(=O)NC(C)c1ccccc1)S(C)(=O)=O (stereo not drawn)	-7	-1	-3	0	.	1	7	-1.1	-3	7
COC(=O)c1cc(-c2cccs2)[nH]n1	-12	-2	.	1	-3	1	12	0.5	-1	-3
C=CC[C@H](CC(=O)N(CCO)Cc1ccccc1)C(=O)N[C@H](COC(=O)[C@@H](CC=C)Cc1ccc(F)cc1)Cc1c[nH]c2ccccc12	36	-3	-8	-8	-2	-9	-36	1.0	0	3
Cc1cc(NC(=O)CCCC(=O)O)nc(C)n1	-9	.	.	9	10	1	9	1.2	-1	-5
CSCC(=O)N1CCCC(C(=O)c2cc(F)ccc2F)C1 (stereo not drawn)	-15	7	.	-18	4	1	15	-1.9	3	-7
C(=N\Nc1nn2cnnc2c2ccccc12)/c1ccco1	-5	0	-10	-6	1	6	5	-1.8	-7	-1
O=C(c1ccccc1)N(Cc1cccs1)C1CCS(=O)(=O)C1 (stereo not drawn)	-11	0	1	-6	-7	5	11	-1.1	1	-5
O=C1c2cccc3cccc(c23)C(=O)N1OS(=O)(=O)c1ccccc1	-20	.	-2	6	15	1	20	1.9	1	-9
COc1ccc(CNC(=S)Nc2ccc3nc(N4CCOCC4)cc(C)c3c2)cc1	18	2	2	-18	4	-1	-18	-5.5	5	-5
Cc1cccc2nc(CSc3nnnn3-c3ccccc3)cn12	-10	-4	8	5	.	1	10	-1.5	1	5

Some of the entries above, set out differently.
> C(=N\Nc1nn2cnnc2c2ccccc12)/c1ccco1
  SR-BI HDL uptake: -5 | Wnt bcat act: 0 | Rtt109 Vps75: -10 | PvdQ acylase: -6 | MITF act: 1 | RTF Ca sens act: 6 | SR-BI DiI-HDL act: 5 | CDK5 inh: -1.8 | HTR5A ag ctr: -7 | dFosB activator: -1

> COc1ccc(C)cc1N(CC(=O)NC(C)c1ccccc1)S(C)(=O)=O (stereo not drawn)
  SR-BI HDL uptake: -7 | Wnt bcat act: -1 | Rtt109 Vps75: -3 | PvdQ acylase: 0 | MITF act: . | RTF Ca sens act: 1 | SR-BI DiI-HDL act: 7 | CDK5 inh: -1.1 | HTR5A ag ctr: -3 | dFosB activator: 7

Screening data from PubChem BioAssay.
